# Compound activity from PubChem BioAssay.
# BCR signal inh: blocks chronic active B-cell receptor signaling; ABC-DLBCL IkBa-CBG/CBR reporter, luminescence ratio, 4 h; Potency, µM (highest dose often 46.1 µM), inactives show top-dose ratio change, negative = lower green/red ratio, actives largely listed as inhibitors; 340,000 tested, 0.05% active; AID 493014; active means well fitted inhibition curve with a large enough effect in the signal ratio, with a control signal flat, not every such curve was filed as active; inconclusive means small, poorly fitted or top-dose-only effect, or effect the other way, or a change in a side signal; the % refers to the signal ratio;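 further: potency means the concentration at half of the fitted maximal effect; plate controls were basal doxycycline-induced cells for no effect and cells given 10 µM MG132 for full effect; MG132 reads +100%, hits lower the ratio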
#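 Compounds up to 46 uM were incubated four hours with TMD8 cells whose green CBG68 luciferase is fused to IkappaBalpha; red CBR luminescence normalised the signal, and concentration-effect curves were fitted to fusion, red and ratio data.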
# GALK inhibitor: inhibitors of human galactokinase; Potency, µM (highest dose often 57.5 µM), inactives show at the top dose activity change, negative = inhibition, most hits filed as inhibitors; AID 1868; 270,000 tested, 0.007% active; Purified GALK, Kinase-Glo residual ATP luminescence; further: potency means the concentration at half of the fitted maximal effect; on the % scale 0 is the no-effect control and ±100 the full control effect
#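 The enzyme phosphorylates galactose (100 uM) using ATP (35 uM); inhibition is detected as higher residual ATP, quantified by bioluminescence after 1 h reaction at room temperature, pH 8.0.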
# TSG101-PTAP inh: blocks PTAP/TSG101 interaction to inhibit HIV-1 budding; Q99816; Fluorescence polarization, FITC-PTAP peptide / Tsg101 binding; Potency, µM (doses to about 115 µM), without a hit: at the highest dose activity change, negative = inhibition, hits mostly inhibitors; 340,000 tested, under 10 active; active means well fitted inhibition curve with a large enough effect in the main read-out, with a control signal flat, not every such curve was filed as active; inconclusive means small, poorly fitted or top-dose-only effect, or effect the other way, or a change in a side signal; inactive means no such curve, though single readings can be large or run the other way; further: potency means the concentration at half of the fitted maximal effect; % of control where 0% means no effect
# Target sequence (Q99816 whole entry, looked up): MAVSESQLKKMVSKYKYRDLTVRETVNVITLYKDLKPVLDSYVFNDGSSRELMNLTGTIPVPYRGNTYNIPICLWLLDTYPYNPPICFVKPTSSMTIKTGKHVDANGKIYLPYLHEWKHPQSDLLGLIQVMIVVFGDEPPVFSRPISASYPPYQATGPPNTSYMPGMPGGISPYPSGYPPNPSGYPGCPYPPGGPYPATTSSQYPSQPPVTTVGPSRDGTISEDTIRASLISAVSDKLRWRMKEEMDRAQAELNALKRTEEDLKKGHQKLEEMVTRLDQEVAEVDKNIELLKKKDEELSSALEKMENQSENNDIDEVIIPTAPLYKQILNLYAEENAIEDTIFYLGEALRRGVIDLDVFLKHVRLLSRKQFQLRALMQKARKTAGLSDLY
#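 Steps: Tsg101 binding domain dispensed (10 uM final), compounds pinned in DMSO, FITC-labeled PTAP-motif peptide added (50 nM final); after 20 min binding at room temperature, polarization measured.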
# Menin MLL FP TR: inhibitors of human menin-MLL interaction, mutant MLL peptide | Potency, µM (top dose mostly 61.6 µM), for the others: top-dose FP activity change, negative = inhibition, most hits filed as inhibitors | O00255 | 270,000 tested, 0.23% active | Menin + Texas Red MLL mutant peptide, fluorescence polarization; active means well fitted inhibition curve with a large enough effect in the polarisation, with a control signal flat, not every such curve was filed as active; inconclusive means small, poorly fitted or top-dose-only effect, or effect the other way, or a change in a side signal; inactive means no such curve, though single readings can be large or run the other way; the % refers to the polarisation; further: potency means the concentration at half of the fitted maximal effect; % of control where 0% means no effect; many of its hits are not listed in these tables
# a7 integrin act: integrin-mediated muscular dystrophy alleviation activation | alpha7betagal myoblasts, beta-gal FDG fluorescence, 48 h | Potency, µM (doses to about 38.3 µM), inactives show at the highest dose activation, usual class: activators | 350,000 tested, 0.064% active | AID 624291;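 further: potency means the concentration at half of the fitted maximal effect; 100% = response of the positive control SU9516; nearly all actives have a fitted effect of over 60% in size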
#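 Alpha7betagal+/- myoblasts (passage 13) were plated 16-24 hr, then exposed to compounds (1:260 dilution of DMSO stock) for 48 hours at 37C. After MPER lysis, β-galactosidase reporter activity was read as FDG fluorescence (ex 480/em 540) after 30 minutes.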
# FBPA coupling cs: inhibits coupling enzyme system, counter-screen for aldolase hits; coupling enzyme system counterscreen, AmpLite Red fluorescence; activity change, negative = inhibition, % at 58.2 µM, hits read low; 290,000 tested, 0.67% active; in the data active means activity change below about -30%; further: on the % scale 0 is the no-effect control and ±100 the full control effect
#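 Final compound at 57.5 uM, incubated 10 min at RT with coupling enzyme reagent (glyceraldehyde-3-phosphate), then 20 min with substrate and AmpLite Red detection. Fluorescence read at 525/598 nm; tests interference with the coupling assay, not aldolase inhibition.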
# Tb PFK block: blocks T. brucei phosphofructokinase; O15648; T. brucei PFK, ADP-Glo luminescence; Potency, µM (top dose mostly 57.5 µM), for the others: at the highest dose activity, negative = inhibition, actives largely listed as inhibitors; 330,000 tested, 0.17% active;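 further: potency means the concentration at half of the fitted maximal effect; 0% = uninhibited 1x PFK enzyme wells and -100% = no-enzyme wells; nearly all actives have a fitted effect of over 60% in size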
# Target sequence (O15648 whole entry, looked up): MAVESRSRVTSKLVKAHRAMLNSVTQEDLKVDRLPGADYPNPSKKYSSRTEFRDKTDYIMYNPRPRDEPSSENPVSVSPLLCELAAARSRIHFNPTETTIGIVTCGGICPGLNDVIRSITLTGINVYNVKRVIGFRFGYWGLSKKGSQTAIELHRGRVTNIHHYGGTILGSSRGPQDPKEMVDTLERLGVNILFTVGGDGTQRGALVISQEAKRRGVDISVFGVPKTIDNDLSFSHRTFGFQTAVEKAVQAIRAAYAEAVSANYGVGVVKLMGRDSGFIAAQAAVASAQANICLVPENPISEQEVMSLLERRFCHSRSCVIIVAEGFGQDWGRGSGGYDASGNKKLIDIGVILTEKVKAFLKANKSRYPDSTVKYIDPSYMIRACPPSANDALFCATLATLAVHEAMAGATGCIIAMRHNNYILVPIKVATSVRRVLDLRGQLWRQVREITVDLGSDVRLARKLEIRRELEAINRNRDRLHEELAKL
#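 1.25 nM PFK with 0.5 mM F6P and 0.1 mM ATP in 0.1 M TEA pH 8.0, 5 mM MgCl2, incubated 45 min at room temperature; ADP measured by ADP-Glo luminescence; compounds titrated up to 57 uM.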
# B2AR arrestin: recruits beta-arrestin to the human beta2-adrenergic receptor. 330,000 tested, 0.02% active. Potency, µM (top dose mostly 46.1 µM), without a hit: at the top dose activation, most hits filed as activators. beta-arrestin recruitment to beta2AR, cell-based reporter;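 further: potency means the concentration at half of the fitted maximal effect; 0% = DMSO controls and full agonism = EC100 isoproterenol or metaproterenol; nearly all actives have a fitted effect of over 65% in size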
# PKM2 activator: increases activity of human pyruvate kinase M2. P14618. purified PKM2, Kinase-Glo ATP luminescence, activation; response scale: 0% is enzyme alone, no compound. Potency, µM (top dose mostly 57.5 µM), for inactives: at the top dose activation, usual class: activators. 260,000 tested, 0.34% active. AID 1631; further: potency means the concentration at half of the fitted maximal effect; on the % scale 0 is the no-effect control and ±100 the full control effect; nearly all actives have a fitted effect of over 55% in size
#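 Kinase-Glo luminescence reports ATP generated from ADP (0.1 mM) and PEP (0.5 mM) by purified hPK-M2 after 1 h at room temperature, pH 7.2 imidazole buffer; intermediate enzyme activity allows detecting inhibitors and activators.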
# ASM inhibitor: inhibitors of human secretory acid sphingomyelinase; Potency, µM (highest dose often 57.5 µM), inactives show at the highest dose activity change, negative = inhibition, actives largely listed as inhibitors; 340,000 tested, 0.006% active; P17405; AID 504937; placental ASM, HMU-PC fluorogenic substrate, 60 min; further: potency means the concentration at half of the fitted maximal effect
#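 Human placenta-derived ASM preincubated with compound 10 min at room temperature, then reacted with 9 uM (final) fluorogenic HMU-PC substrate for 60 min at 37 C. Stop solution raises pH to 10; fluorescence read at Ex 386/Em 447 nm.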
# Giardia killer: kills Giardia lamblia. AID 540267. activity change, % at 7.66 µM, hits read low. Giardia lamblia trophozoite viability. 340,000 tested, 0.15% active; in the data active means activity change below about -80%; inconclusive means between about -30% and that limit;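 further: parasites exposed to compound for two days anaerobically before the ATP read; on the % scale 0 is the no-effect control and ±100 the full control effect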
#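 Luminescent ATP signal served as the viability read-out, measured 15-30 min after adding ATP detection reagent to trophozoites that had been incubated with compounds for 48 hrs at 37 deg C anaerobically at 100 cells/well.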
# Active calls of the source: *; ? = inconclusive; . = no result given; & = joins results of further samples; [ ] = another dose, or the depositor's remark. Unless noted, the call rests on the fitted dose curve; in most records, active means well fitted curve in the direction sought with a large enough effect; inconclusive means small, poorly fitted or top-dose-only effect, or another doubt; inactive means no such curve, though single readings can be large; an effect the other way counts as inactive or inconclusive. The list is partial (hit frequency here may not be typical).
SMILES,BCR signal inh,GALK inhibitor,TSG101-PTAP inh,Menin MLL FP TR,a7 integrin act,FBPA coupling cs,Tb PFK block,B2AR arrestin,PKM2 activator,ASM inhibitor,Giardia killer
Cc1cc(NC(=O)C2C3C(=O)N(CC4CCCO4)C(C(=O)NC(C)(C)C)C34C=CC2(C)O4)no1 (stereo unspecified),-7%,6%,-2%,-10%,0%,1,-2%,-0.2%,3%,3%,-3
Nc1nonc1-n1nnc(C(=O)N/N=C/c2ccncc2)c1-c1ccccc1,12%,-2%,-8%,-5%,-93%[inhibitor],0,7%,-0.5%,0%,-1%,-4
COc1nnc(-c2ccc(N3CCCCC3)c(NC(C)=O)c2)c2ccccc12,?,-3%,-11%,?,-34%,1,3%,-0.3%,0%,-3%,6
CCN(CC)S(=O)(=O)c1cc(NC(=O)CN2CCN(c3ccccn3)CC2)ccc1C,-4%,-1%,-9%,?,-19%,3,6%,0.2%,-1%,-1%,11
COc1ccc(N2CCN(S(=O)(=O)c3ccc4c(c3)CCCC4)CC2)c([N+](=O)[O-])c1,5%,-2%,-4%,-22%,-52%[inhibitor],0,5%,1.9%,7%,-23%,7
Cc1ccc(N2C(=O)CSC2=S)cc1C,-5%,0%,-6%,8%,16%,1,-1%,0.1%,-2%,1%,0
O=C(O)CC(CC(=O)N1CCN(C(=O)c2ccco2)CC1)c1ccccc1 (stereo unspecified),-2%,-5%,-2%,.,37%,.,2%,4.9%,0%,2%,-10
O=C(NC1CCCCC1)C(c1ccccc1)N1CCCC1 (stereo unspecified),?,-2%,-4%,-11%,-13%,5,-3%,-0.4%,-3%,-3%,-4
N#CC1=C(N)Oc2cc(O)ccc2C1c1ccccc1 (stereo unspecified),1%,-1%,-3%,34%[activator],3%,0,-2%,-0.4%,10%,-1%,-17
COc1ccc(CN2C(=O)C(C)Nc3ncnc(N4CCN(c5ccccc5)CC4)c32)cc1 (stereo unspecified),-4%,.,-5%,.,-23%,.,11%,0.1%,.,-3%,-26
O=C(NCC1CCCCC1)C1(CC2CC(c3ccc(Cl)cc3)=NO2)CCNCC1 (stereo unspecified),?,.,-7%,-28%,-49%[inhibitor],3,-2%,-0.3%,1%,0%,2
COc1ccc(/C=N/NC(=O)c2ccco2)cc1Cn1nc(C)c([N+](=O)[O-])c1C,-6%,-2%,-5%,-9%,15%,1,0%,-0.3%,-3%,0%,-9
COc1ccc(-c2csc(NC(=O)C(CC(=O)O)N3CCOCC3)n2)cc1 (stereo unspecified),0%,8%,-7%,-4%,?,4,0%,0.1%,2%,1%,-21
CC1=Nc2cc(C(=O)NCCN3CCOCC3)ccc2Sc2c(C)ccc(C)c21,?,9%,-1%,-28%,-48%[inhibitor],0,1%,0.5%,-4%,1%,19
CCN(Cc1cccc(F)c1)C(=O)c1ccc2ccccc2n1,-1%,0%,-8%,-21%,-4%,1,1%,-0.3%,.,3%,-6
Cc1ccc(NC(=S)NCCc2ccc(F)cc2)c(C)c1,-2%,-1%,1%,-1%,3%,3,-1%,-0.1%,4%,3%,-26
CCN(CC)CCOC(=O)c1ccc(N/C=C(/C#N)c2nc(-c3ccc4c(c3)OCO4)cs2)cc1,2%,-3%,21%,.,-18%,0,?,0.1%,1%,-19%,-103*
C[C@H](CO)N1C[C@H](C)[C@@H](CN(C)S(=O)(=O)c2cn(C)cn2)Oc2c(NC(=O)Nc3ccc(C(F)(F)F)cc3)cccc2C1=O,1%,.,-9%,.,23%,.,3%,-0.1%,.,-25%,-8
O=C(NCCCn1ccnc1)c1nc(Cn2cc([N+](=O)[O-])cn2)no1,3%,-1%,-4%,-6%,3%,0,-20%,-0.4%,1%,-5%,6
N#Cc1nc(COc2ccc(-c3ccccc3)cc2)oc1NCc1cccnc1,.,1%,-9%,?,-36%,-3,.,.,0%,-25%,-4
COc1ccc(N2CCN(C(=O)COc3ccccc3)CC2)cc1,-4%,0%,-11%,-5%,-11%,4,1%,0.0%,1%,-3%,16
COc1ccc(N2CCN(C(=O)COc3cccc4ccccc34)CC2)cc1,-10%,2%,-3%,.,13%,.,-1%,-0.2%,0%,-23%,-1
CCOc1ccc(N=Cc2c(C)[nH]n(-c3nc4ccccc4[nH]3)c2=O)cc1,?,0%,-3%,18%,11%,-1,2%,-0.9%,-51%,4%,-19
O=C(NCCCc1ccncc1)C1CCC(=O)N(Cc2cccc(F)c2)C1 (stereo unspecified),2%,0%,-5%,1%,3%,1,2%,0.0%,.,3%,-7
CCOC(=O)c1c[nH]c2c(Cl)c(Cl)ccc2c1=O,?,-1%,-1%,2%,1%,0,-4%,-0.4%,-2%,-2%,-2
O=C(CSc1nnc(NC(=O)C2CCC2)s1)Nc1ccccc1Br,?,-3%,2%,?,-3%,0,1%,-0.4%,-10%,-3%,-11
Cc1c(Cl)cccc1NC(=O)c1ccc(OCC(=O)NCc2ccccc2)cc1,2%,-4%,1%,5%,1%,0,0%,-0.5%,7%,-4%,?
CCc1cccc2c(C(=O)CN3C(=O)N(C)C4(CCCCC4)C3=O)c[nH]c12,?,.,-4%,.,-32%,.,3%,0.1%,.,-2%,-4
CC(=O)c1ccc(OCc2ccccc2)c(C)c1O,?,.,-2%,2%[11.7 µM],-15%,-2&3,9%,-3.1%,4%,-15%,-12
CC(=O)Nc1ccc(Nc2c([N+](=O)[O-])cc(S(C)(=O)=O)cc2[N+](=O)[O-])cc1,-10%,0%,2%,2%,-25%,-1,7%,0.4%,-2%,-5%,-23
CC(=O)Nc1ccc(Nc2ccc(N3C(=O)CCCC3=O)cc2[N+](=O)[O-])cc1,?,2%,0%,-2%,-10%,0,-4%,-1.8%,-3%,-3%,8
O=C(NCc1ccccc1)c1ccccc1-c1nc2ccccc2[nH]1,2%,0%,-1%,-2%,-12%,2,-1%,-1.7%,-5%,3%,-5
CCCc1cc(=O)[nH]c2nnc(SCC(=O)Nc3cccc(NC(C)=O)c3)n12,0%,.,-1%,.,20%,.,-4%,-0.8%,.,8%,-5
COc1ccc(CN2C(=O)c3ccccc3C2=O)cc1C(=O)N(C)CC(=O)Nc1c(C)cccc1C,-1%,.,0%,.,1%,.,0%,-0.4%,.,2%,1
Cc1ccc(NC(=O)C2CC(=O)N(c3ccc4c(c3)OCCO4)C2)nc1 (stereo unspecified),3%,.,-4%,.,5%,.,0%,0.2%,.,-1%,11
Cc1ccccc1NC(=O)c1ccc(OCc2c(C)noc2C)cc1,-5%,.,-3%,.,-2%,.,3%,-0.5%,.,-2%,3
CCOC(=O)c1c(C)[nH]c(C(=O)CSc2nccc(C)n2)c1C,0%,-5%,4%,21%,8%,2,-2%,0.1%,0%,7%,-20
COc1cc(CC(=O)Nc2nccs2)cc(OC)c1OC,-2%,5%,-8%,3%,-3%,0,-3%,0.0%,-8%,4%,-7
COC(=O)C(NC(C)=O)(Nc1nc2ccc(S(C)(=O)=O)cc2s1)C(F)(F)F (stereo unspecified),?,1%,0%,11%,-19%,2,-7%,-0.5%,6%,4%,-1
O=C(c1ccc2nc(N3CCCCC3)sc2c1)N1CCN(c2ccccn2)CC1,?,0%,-3%,?,3%,-6,-7%,8.9%,-10%,6%,13
Cc1ccc(/C=N/c2sc3c(c2C#N)CCC3)o1,-11%,.,-2%,-5%,-9%,-7,-1%,-0.5%,-24%,-17%,17
CCN1CCN(CC(=O)n2c3c(c4ccccc42)CC(C)CC3)CC1 (stereo unspecified),?,-5%,-5%,?,-60%[inhibitor],0,9%,0.0%,0%,-1%,5
CCc1ccc(NC(=O)N2CCCCCC2)cc1,-4%,-1%,-2%,-3%,24%,-2,1%,-0.6%,-5%,2%,-3
COc1ccccc1C(=O)N/C(=C\c1cn(C)c2ccccc12)C(=O)NCCCn1ccnc1,-26%,6%,-3%,.,18%,.,1%,0.0%,.,-2%,-8
CCOC(=O)N1CCN(C(=O)c2cnn(-c3ccccc3)c2NC(=O)c2ccccc2F)CC1,.,1%,2%,-18%,-8%,-4,.,.,-15%,2%,5
CC1CCCCC1NC(=O)CO/N=C/c1ccc(OC(F)F)cc1 (stereo unspecified),-8%,10%,1%,?,3%,0,6%,0.3%,-20%,-3%,3
